KOR beta-arrestin-1 – kappa opioid receptor blockers – cell-based, luminescence, uHTS (AID 1778); KOR beta-arrestin recruitment, luminescence, antagonist mode; higher % means a stronger effect; one-dose inhibition, % at 10 µM; IC50 in µM for titrated hits; 290,000 tested, 0.091% active; note: strong numbers were not always called active
HEK293 NOD2/NF-kB – inhibition of NOD2-driven NF-kB reporter – cell-based, luminescence, uHTS, HEK293 (AID 1566); HEK293 NOD2/NF-kB luciferase reporter, luminescence; higher % means a stronger effect; 290,000 tested, 0.63% active; inhibition, % at 4 µM; hits with a dose series show EC50 in µM; note: many of its hits are not listed in these tables
KOR beta-arrestin-2 – KOR agonists, beta-arrestin recruitment, primary screen, cell-based, luminescence, uHTS (AID 1777); KOR beta-arrestin recruitment, luminescence; higher % means a stronger effect; activation, % at 10 µM; hits with a dose series show EC50 in µM; 280,000 tested, 0.02% active; in the data active = activation above about 50%, passing the limit was not always enough; note: a part of the inactive calls stands beside numbers as strong as those of hits
NOD1 NF-kB reporter – inhibition of NOD1-driven NF-kB reporter – cell-based, luminescence, uHTS, primary screen (AID 1578); NOD1-driven NF-kB luciferase reporter cells, luminescence; higher % means a stronger effect; inhibition, % at 4 µM; hits with a dose series show EC50 in µM; 290,000 tested, 1% active; in the data active = inhibition mostly above about 36%, no sharp cut-off; inactive = mostly below about 34%;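 note: HEK-293T reporter cells stimulated with the NOD1 agonist gamma-tri-DAP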
AID2073 – inhibitors of Mint1-CaV2.2 protein interaction, biochemical, HTRF (AID 2073) | inhibition, % at 20 µM, or IC50 in µM where a hit was titrated | HTRF protein-protein interaction, Mint1-CaV2.2; higher % means a stronger effect | 290,000 tested, 0.19% active; in the data active = inhibition mostly above about 51%, no sharp cut-off; inconclusive = no clear call, values can overlap the other calls; inactive = mostly below about 53%; note: some results filed as inactive read as strong as hits
GPR55 beta-arrestin – GPR55 agonists via beta-arrestin recruitment, primary screen, imaging, U2OS cells, beta-arrestin-GFP redistribution (AID 1961); one-dose activation, % at 10 µM; EC50 in µM for titrated hits; 290,000 tested, 0.048% active; U2OS GPR55 beta-arrestin-GFP redistribution imaging; higher % means a stronger effect;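 active = activation above 40% with more than 50 cells counted in the well; inconclusive = wells holding fewer than 50 cells, flagged as toxic or sparse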;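 note: U2OS osteosarcoma cells stably expressing GPR55 and beta-arrestin-GFP; plate controls were DMSO negative control for no effect and LPI positive control for full effect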
M1AAP inhibition – malaria alanyl aminopeptidase activity blockers – biochemical, fluorogenic H-Leu-NHMec substrate, 1536-well (AID 1445); recombinant M1AAP, H-Leu-NHMec fluorogenic kinetic assay; higher % means a stronger effect; inhibition, % at 30 µM, or IC50 in µM where a hit was titrated; 220,000 tested, 0.42% active;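 active = primary inhibition above the hit cutoff, then over 50% inhibition at one or more dose response concentrations, cut at about 23% in these data, passing the limit was not always enough; inconclusive = conflicting primary data, or primary hits not chosen for dose response; inactive = low primary inhibition, or under 50% at every dose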;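 note: plate controls were DMSO full reaction for no effect and no enzyme background for full effect; strong numbers were not always called active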
M17LAP inhibition – P. falciparum M17LAP inhibitors, primary screen, biochemical, fluorogenic H-Leu-NHMec substrate, 1536-well (AID 1619) | 220,000 tested, 0.38% active | inhibition, % at 30 µM, or IC50 in µM where a hit was titrated | recombinant M17LAP, H-Leu-NHMec fluorogenic kinetic assay; higher % means a stronger effect;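 active = compound inhibiting the enzyme by more than half at any dose during confirmatory dose-response retesting; inconclusive = strong single-dose inhibitors picked by rank but not retested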;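 note: plate controls were full reaction with DMSO carrier for no effect and no enzyme background for full effect; strong numbers were not always called active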
Dynein transport – dynein cargo transport inhibition. 3617.4 mouse cells, GR-EGFP nuclear translocation imaging; test concentration mostly 20 µM; stimulated with dexamethasone, 1 µM; active compounds read low. z-score, hits read low. 220,000 tested, 0.47% active;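 active = plate z-score of nuclear minus cytoplasmic receptor signal below a set negative limit, without overly bright fluorescence or cell loss, cut at about -3.5 in these data, passing the limit was not always enough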;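 note: z-score of nuclear minus cytoplasmic ring GR-EGFP intensity difference per well; some compounds called inactive have numbers as strong as hits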
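Also added: dexamethasone, 1.0 µM final. Medium: tet-free, stripped-serum medium. Detection: fixed, Hoechst-stained cells imaged at 10x for EGFP. Read-out: nuclear-to-cytoplasmic GR-EGFP distribution per well. Times: induction 48 h, compound 1 h, agonist 30 min.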
Dynein transport cytoplasmic EGFP – second read-out of Dynein transport, no call of its own (marks repeat the call); z-score; measured here: cytoplasmic GR-EGFP intensity; active compounds read high
Dynein transport nuclear GR-EGFP – recorded beside Dynein transport, whose call it bears; z-score; measured here: nuclear GR-EGFP intensity;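 lower value marks the stronger effect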
Dynein transport cell count – also measured in Dynein transport; calls as there; z-score; measured here: cell count per field
* hit, by the source's call; ? = inconclusive; · = no result given; [ ] = remark or other dose. Cut-off read from the data, not from the text of the source, unless noted: active = inhibition above about 50%; inactive = the rest. These rows are one share of the data; rates above refer to the full screens.

SMILES	KOR beta-arrestin-1	HEK293 NOD2/NF-kB	KOR beta-arrestin-2	NOD1 NF-kB reporter	AID2073	GPR55 beta-arrestin	M1AAP inhibition	M17LAP inhibition	Dynein transport	Dynein transport cytoplasmic EGFP	Dynein transport nuclear GR-EGFP	Dynein transport cell count
CCC(=O)Nc1cc(Cl)ccc1C(=O)O	-8%	-25%	-2.1%	-7%	1%	-0.1%	2%	1%	-0.2	1.7	0.28	-0.39
O=C(Nc1ccc(S(=O)(=O)Nc2nccs2)cc1)c1c(F)c(F)c(F)c(F)c1F	-8%	15%	-4.0%	-15%	4%	0.3%	·	·	·	·	·	·
Nc1nnc(N2CCc3ccccc32)s1	-33%	-2%	0.2%	23%	-5%	-0.1%	5%	11%	-0.78	-0.23	-0.21	0.98
Cc1ccc(C)c(NC(=O)c2cccc(Oc3ccc([N+](=O)[O-])cc3Cl)c2)c1	-14%	2%	-3.5%	-25%	-4%	1.1%	3%	9%	-0.3	-0.19	-0.15	-0.56
Cc1cc(Nc2ccccc2)nc(-c2ccccc2O)n1	-38%	-38%	4.7%	-41%	19%	-0.1%	3%	-5%	1.2	-0.26	0.5	0.43
COc1ccc(N2CCN(C(=O)c3ccc(NS(=O)(=O)c4ccc(F)cc4)cc3)CC2)cc1	21%	-2%	-4.2%	-9%	-4%	0.0%	12%	-16%	0.24	-0.19	0.31	0.087
c1cnc2c(OCc3cn4cccnc4n3)cccc2c1	-26%	2%	1.1%	-12%	-3%	0.2%	?	2%	0.29	-0.26	0.22	-0.033
CC(C)N1CC2(c3ccccc3)CN(C(C)C)CC(c3ccccc3)(C1)C2=O	7%	9%	0.5%	8%	-2%	0.0%	0%	-2%	-0.52	-0.24	-0.89	-0.38
O=C(c1cnn2c(C(F)F)cc(-c3ccccc3)nc12)N1CCSCC1	8%	15%	-0.2%	-14%	29%	0.5%	-3%	20%	-0.58	-0.26	-0.35	0.19
CCN1CCN(S(=O)(=O)c2cccc3nsnc23)CC1	9%	3%	-7.6%	-8%	1%	-0.1%	10%	9%	0.97	-0.25	0.54	-0.25
Cc1ccc(NC(=O)CC(C)CC2=NS(=O)(=O)c3ccccc3N2)cc1 (stereo not drawn)	-34%[20 µM]	28%	3.3%	19%	8%	0.4%	·	·	·	·	·	·
Cc1ccc(-c2n[nH]c(=S)n2/N=C/c2c(C)nn(-c3ccccc3)c2C)cc1	-19%	31%	-6.0%	24%	-11%	0.8%	1%	14%	-0.44	-0.29	0.48	0.45
COc1ccccc1-n1c(CCn2nc(C)c(Br)c2C)n[nH]c1=S	-13%	1%	2.6%	-12%	-11%	-0.2%	1%	10%	-0.48	-0.17	-0.45	0.46
O=C(COC(=O)c1cccc(S(=O)(=O)N2CCCCC2)c1)NC1CCCc2ccccc21 (stereo not drawn)	17%	20%	-6.9%	-25%	4%	0.4%	3%	3%	0.95	-0.067	0.81	-0.69
CCn1c(SCC(=O)Nc2nccs2)nnc1-c1cc2cccc(OC)c2o1	-79%	29%	2.3%	15%	10%	-0.2%	0%	-3%	0.25	-0.26	0.25	0.15
COc1ccc(Cc2nnc(NC(=O)c3cccc([N+](=O)[O-])c3)s2)cc1	32%	-34%	-4.2%	6%	2%	-0.2%	-2%	-10%	1.2	-0.27	1.3	-0.82
O=C(CCN1C(=O)C2C3C=CC(C4CC34)C2C1=O)Nc1ccc(Cl)cc1O (stereo not drawn)	22%	4%	-1.3%	-10%	31%	0.0%	·	·	·	·	·	·
Cc1ccc(NC(=O)Cc2c(O)c3ccccc3[nH]c2=O)c(C)c1	15%	18%	-1.4%	-2%	0%	-0.1%	0%	-2%	1.7	-0.046	0.68	-2.6
COC(=O)CNC(=O)C(Cc1ccccc1)NS(=O)(=O)c1ccc2c(c1)c(=O)n(C)c(=O)n2C (stereo not drawn)	-3%	15%	-2.9%	-30%	-3%	0.1%	23%	-4%	-1.2	-0.31	-0.6	1.1
O=C(COc1cc(O)c2c(=O)cc(-c3ccccc3)oc2c1)c1ccccc1	8%	13%	-1.6%	-4%	10%	-0.1%	2%	0%	-0.12	-0.21	-0.35	0.83
Cc1ccc2[nH]c(=O)c3cc(C(=O)NC(C)C)sc3c2c1	-23%	-61%	10%	-5%	17%	-0.1%	·	·	·	·	·	·
CC(=O)Nc1ccc(NC(=O)COC(=O)c2ccco2)cc1	-7%	-4%	4.2%	-20%	-5%	0.1%	5%	-2%	1.4	1.1	0.58	-0.97
N#CCCN(C(=O)COc1ccc(Br)cc1F)c1ccc(F)cc1	1%	12%	-2.7%	-14%	-6%	1.0%	-1%	14%	-0.62	-0.15	-0.59	0.011
CCO[C@H]1OC(C(=O)NCc2nc3ccccc3[nH]2)=C[C@@H](c2ccc(C(F)(F)F)cc2)[C@@H]1CCCO	20%	-3%	7.3%	-1%	0%	-0.2%	-1%	-3%	0.94	-0.11	1	-0.79
COc1ccc(NC(=O)C2=C(C)NC(=O)NC2c2ccccc2[N+](=O)[O-])cc1 (stereo not drawn)	42%	8%	-1.7%	-3%	-3%	-0.1%	1%	-1%	-0.5	-0.18	-0.46	1.1

New compounds follow
SMILES	KOR beta-arrestin-1	HEK293 NOD2/NF-kB	KOR beta-arrestin-2	NOD1 NF-kB reporter	AID2073	GPR55 beta-arrestin	M1AAP inhibition	M17LAP inhibition	Dynein transport	Dynein transport cytoplasmic EGFP	Dynein transport nuclear GR-EGFP	Dynein transport cell count
Cc1ccc(C)c(N2CCN(C(=O)C3CCCN(S(=O)(=O)c4c(C)noc4C)C3)CC2)c1 (stereo not drawn)	6%	27%	-4.4%	24%	0%	-0.3%	-6%	-5%	-1	-0.23	-0.36	0.62
CCSC1=C(C#N)C2(CCCCC2)C2=C(CC(C)(C)CC2=O)N1	-8%[20 µM]	15%	·	-28%	6%	0.0%	3%	4%	-0.27	-0.13	0.081	-0.18
NS(=O)(=O)c1ccc(S(=O)(=O)N2CCCC2)cc1	-20%	-1%	-4.4%	-21%	-9%	0.0%	4%	4%	0.077	-0.36	0.19	0.23
Cc1cc(C)c(NC(=O)C[N+](C)(C)CC(O)COc2cccc3ccccc23)c(C)c1 (stereo not drawn)	-13%	-8%	11%	13%	6%	0.0%	-3%	-5%	0.51	-0.21	0.12	-0.84
COc1ccc(C2=Nn3c(nnc3-c3cc(C)[nH]n3)SC2)cc1	24%	-1%	-0.3%	-3%	-3%	0.2%	1%	11%	0.24	-0.27	0.69	-0.43
O=S(=O)(NCc1ccccn1)c1ccc(Cl)c(C(F)(F)F)c1	29%	3%	-6.7%	-13%	-8%	0.2%	16%	3%	-1.1	-0.41	-0.93	1.4
C(C#CCCCCCCCCC[n+]1ccccc1)#CCCCCCCCCC[n+]1ccccc1	2%	68%*	-4.6%	49%	4%	-0.2%	·	·	·	·	·	·
CCC(C)NC(=O)c1c(F)c(F)c(F)c(F)c1F (stereo not drawn)	0%	-17%	4.9%	-32%	2%	-0.2%	-3%	11%	0.35	-0.14	0.66	0.045
COc1ccc(/C=C/C(=O)Nc2cc(S(=O)(=O)N3CCCCC3)ccc2N2CCCCC2)cc1OC	9%	-4%	-0.2%	-1%	40%	-0.4%	-1%	6%	-0.43	-0.23	-0.12	1.1
CC(C)OCCCNC(=O)CNC(=O)c1cccs1	-16%	-3%	2.0%	-21%	-7%	-0.1%	1%	9%	1.2	-0.3	0.13	-0.16
COc1ccc(C2C(C#N)=C(N)N(c3ccccc3C#N)C3=C2C(=O)CCC3)cc1CN1CCCC1 (stereo not drawn)	0%	8%	-0.5%	-13%	12%	-0.5%	9%	19%	-0.27	-0.32	-0.42	0.46
Cc1ccc2c(C)c(C(=O)N3CCC(O)(c4ccccc4)CC3)oc2c1C	-35%[20 µM]	12%	-1.2%	17%	4%	0.5%	·	·	·	·	·	·
CC(=O)c1c(C)n(-c2ccc(Cl)cc2)c2ccc(O)cc12	-54%	·	3.2%	·	11%	0.4%	·	·	·	·	·	·
COc1cc(C=O)ccc1OCCOCCOc1ccccc1Cl	-3%	13%	-2.8%	-4%	2%	-0.1%	21%	9%	1.9	-0.19	1.8	-1.3
CCOC(=O)NN=C1c2ccccc2-c2ccccc21	-33%[20 µM]	18%	-5.4%	2%	2%	-0.1%	·	·	·	·	·	·
Cc1csc(SCC(=O)NCCc2ccc(Cl)cc2Cl)n1	-59%	-7%	-1.0%	-9%	2%	?	-2%	6%	-0.77	-0.24	-0.45	2.3
Cc1ccc(OCc2nnc(SCc3nc4ccccc4[nH]3)n2Cc2ccco2)cc1	10%	37%	2.9%	49%	-2%	-0.2%	4%	7%	0.12	0.096	-0.31	-0.37
Cc1ccc(N2OC3C(=O)NC(=O)C3C2c2ccco2)cc1 (stereo not drawn)	-13%	3%	0.0%	-30%	7%	-0.1%	1%	2%	1.5	0.13	1.2	-1.6
Cc1cc(SCC(=O)c2cc3ccccc3o2)nc2ccccc12	-14%	-4%	4.3%	16%	-7%	-0.1%	10%	6%	-0.13	-0.042	-0.7	-0.08
CN(CC(=O)N1CCc2ccccc21)S(=O)(=O)c1cccs1	-11%	-57%	-5.4%	-61%	2%	0.3%	12%	6%	-0.4	0.055	0.008	0.58
CCN(CC)S(=O)(=O)c1ccc(Cl)c(C(=O)NCCN2CCOCC2)c1	-37%	10%	-4.2%	6%	4%	0.3%	·	·	·	·	·	·
CCN(C(=O)c1cc(Cl)ccc1OC)c1ccccc1	18%	-15%	-1.9%	·	-8%	0.0%	10%	6%	-0.17	-0.26	-0.73	-0.11
Cc1ccc(-c2c(C(=O)O)c(C(=O)O)c3n2CSC3)cc1	-9%	8%	-2.0%	3%	8%	0.2%	·	·	·	·	·	·

Compounds from the list above containing a COOH group:
SMILES	KOR beta-arrestin-1	HEK293 NOD2/NF-kB	KOR beta-arrestin-2	NOD1 NF-kB reporter	AID2073	GPR55 beta-arrestin	M1AAP inhibition	M17LAP inhibition	Dynein transport	Dynein transport cytoplasmic EGFP	Dynein transport nuclear GR-EGFP	Dynein transport cell count
CCC(=O)Nc1cc(Cl)ccc1C(=O)O	-8%	-25%	-2.1%	-7%	1%	-0.1%	2%	1%	-0.2	1.7	0.28	-0.39
Cc1ccc(-c2c(C(=O)O)c(C(=O)O)c3n2CSC3)cc1	-9%	8%	-2.0%	3%	8%	0.2%	·	·	·	·	·	·

Screening results: PubChem, several laboratories
